Screens from PubChem BioAssay.
MEKK2mut PB1 HTS: MEK5 binding signal on mutant MEKK2 PB1, primary screen, biochemical, multiplex bead flow cytometry, Alexa488-MEK5. Alexa488-MEK5 binding to MEKK2 mutant. percent response, % at 10 µM. 290,000 compounds, 0.35% hits. AID 1530, 2009; in the data active = percent response above about 24%, passing the limit was not always enough; also: inactives centre near 1; some results filed as inactive read as strong as hits; reference of the scale not given here
NALP1 inh: NALP1 inflammasome inhibitors in reconstituted yeast, colorimetric, S. cerevisiae, triplicate retest | 280,000 compounds, 0.61% hits | inhibition, % at 10 µM | AID 2071, 2009 | S. cerevisiae NALP1/ASC/caspase-1 growth, X-gal OD620, 72 h; in the data active = inhibition mostly above about 24%, no sharp cut-off; inactive = mostly below about 32%; also: some compounds called inactive have numbers as strong as hits
IDE inh: human IDE inhibitors in live cells, primary screen, fluorescence polarization, HEK cells, FAbetaB substrate; inhibition, % at 5.59 µM; Insulin-degrading enzyme (Homo sapiens), P14735; FAbetaB cleavage; 320,000 compounds, 0.41% hits;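 active = percent inhibition above the average of all tested compounds plus 3 SD, set per screening campaign, cut at about 16% in these data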;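 also: IDE supplied by intact live HEK cells; FP after avidin binding of uncleaved biotin substrate so inhibition keeps polarization high; 0% = DMSO wells and 100% = 60 µM reference IDE inhibitor Ii1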
Target sequence (P14735 whole entry, looked up): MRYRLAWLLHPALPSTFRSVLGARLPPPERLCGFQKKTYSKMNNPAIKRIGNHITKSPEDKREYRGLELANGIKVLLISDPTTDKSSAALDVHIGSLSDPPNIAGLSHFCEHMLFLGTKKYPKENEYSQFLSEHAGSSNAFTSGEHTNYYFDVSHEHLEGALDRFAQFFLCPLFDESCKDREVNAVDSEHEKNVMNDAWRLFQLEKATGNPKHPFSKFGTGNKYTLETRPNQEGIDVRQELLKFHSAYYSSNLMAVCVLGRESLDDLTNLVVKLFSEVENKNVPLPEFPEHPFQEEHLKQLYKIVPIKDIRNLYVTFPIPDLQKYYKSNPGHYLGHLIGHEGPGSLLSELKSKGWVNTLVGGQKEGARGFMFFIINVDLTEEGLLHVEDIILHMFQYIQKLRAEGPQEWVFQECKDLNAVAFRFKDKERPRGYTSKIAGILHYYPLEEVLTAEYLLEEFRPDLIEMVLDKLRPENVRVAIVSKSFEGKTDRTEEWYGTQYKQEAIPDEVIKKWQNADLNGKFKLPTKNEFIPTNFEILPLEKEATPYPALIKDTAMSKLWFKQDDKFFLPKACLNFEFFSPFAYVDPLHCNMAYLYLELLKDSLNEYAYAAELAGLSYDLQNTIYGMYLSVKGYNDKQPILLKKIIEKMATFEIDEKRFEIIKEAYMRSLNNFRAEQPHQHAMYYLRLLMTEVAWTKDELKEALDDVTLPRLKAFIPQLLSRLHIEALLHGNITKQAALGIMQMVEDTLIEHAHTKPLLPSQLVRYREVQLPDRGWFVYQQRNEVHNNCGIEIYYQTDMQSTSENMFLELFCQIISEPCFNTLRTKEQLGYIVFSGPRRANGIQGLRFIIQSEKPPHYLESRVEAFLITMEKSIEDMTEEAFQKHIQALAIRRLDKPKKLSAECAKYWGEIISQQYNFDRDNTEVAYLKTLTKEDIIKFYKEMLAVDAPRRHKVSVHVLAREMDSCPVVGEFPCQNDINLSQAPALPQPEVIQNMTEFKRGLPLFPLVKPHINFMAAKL
MEKK2wt PB1 HTS: modulators of MEK5 binding to wildtype MEKK2, primary screen, biochemical, multiplex bead flow cytometry, Alexa488-MEK5. Alexa488-MEK5 binding to MEKK2 WT; actives lie on both sides. binding response (% of control), % at 10 µM. Mitogen-activated protein kinase kinase kinase 2 (Homo sapiens), Q9Y2U5. 290,000 compounds, 1.1% hits; in the data active = binding response below about 67% or above about 130%
M18AAP inhibitor: PfM18AAP inhibitors, malaria aminopeptidase, primary screen, biochemical, QFRET, recombinant enzyme. M18 aspartyl aminopeptidase (Plasmodium falciparum 3D7). H-Glu-NHMec fluorogenic cleavage. inhibition, % at 7.35 µM. 290,000 compounds, 1.2% hits. AID 1822, 2009;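 active = inhibition above the campaign mean inhibition over all tested compounds plus 3 SD, cut at about 28% in these data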;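 also: 0% = plate median of test compound wells and 100% = 2 mM ZnCl2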
SUMO HTRF inh: inhibitors of in vitro SUMOylation cascade, primary screen, biochemical, HTRF, uHTS. 290,000 compounds, 0.36% hits. inhibition, % at 35 µM. AID 2006, 2009. HTRF SUMOylation assay, SAE1/SAE2 + UBC9; in the data active = inhibition above about 50%, passing the limit was not always enough; also: strong numbers were not always called active
pCIP destab: p/CIP-EGFP fusion destabilizers, primary screen, fluorescence, F442A cells | Q05BA5 | 16 h | decrease of EGFP signal, % at 10 µM | 290,000 compounds, 0.01% hits | AID 1984, 2009;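 active = EGFP signal decrease of at least 30% at 10 µM or well 3 SD below plate mean, unless failing retest; inactive = the rest, including hits failing retest or dose response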; also: some compounds called inactive have numbers as strong as hits; many of its hits are not listed in these tables
MEKK3 PB1 HTS: modulators of MEKK3-MEK5 PB1 binding, primary screen, biochemical, wildtype MEKK3, multiplex bead flow cytometry, Alexa488-MEK5 | Mitogen-activated protein kinase kinase kinase 3 (Homo sapiens), Q99759 | bead-based flow cytometry, Alexa488-MEK5 binding to MEKK3; actives lie on both sides; 0 = blocked by unlabeled MEK5, 100 = vehicle | binding response (% of control), % at 10 µM | 290,000 compounds, 1.4% hits | AID 1529, 2009;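 active = binding response more than 3 SD above or below the average of its plate-row segment, actives on both sides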;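 also: Alexa488 bead fluorescence after subtracting the streptavidin-only scavenger bead signal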
IDE cell activ: human IDE activators in live cells, primary screen, fluorescence polarization, HEK cells, FAbeta-B substrate; FAbeta-B cleavage; 0% vehicle, 100% cell-free pure enzyme wells; Insulin-degrading enzyme (Homo sapiens), P14735; activation, % at 5.96 µM; 340,000 compounds, 0.073% hits;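 active = activation above the mean of all tested compounds plus 3 SD, set per screening campaign, cut at about 17% in these data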
* hit, by the source's call; · = not tested or not shown. Not all compounds are listed; rates above refer to the full screens.

MEKK2mut PB1 HTS	NALP1 inh	IDE inh	Molecule	MEKK2wt PB1 HTS	M18AAP inhibitor	SUMO HTRF inh	pCIP destab	MEKK3 PB1 HTS	IDE cell activ
4	-93	2	COc1cc(C(c2sc3nc(C)nn3c2O)N2CCOCC2)cc(OC)c1OC (stereo not given)	102	-4	-14	4	101	5
16	6	-1	COc1cc([N+](=O)[O-])cc(/C=N/NC(=O)c2ccc(C)nc2)c1O	107	2	-40	9	97	1
7	11	-1	O=C(NCC(c1cccnc1)N1CCN(c2ccccc2F)CC1)OCc1ccccc1 (stereo not given)	117	2	12	-11	105	-1
0	2	1	CCc1cc2c(COC(=O)c3cccc(NS(C)(=O)=O)c3)cc(=O)oc2cc1O	94	2	-5	-2	97	1
-3	25	·	O=S(=O)(c1ccccc1)c1ncc(C(F)(F)F)cc1Cl	95	12	16	11	101	3
0	20	5	Cc1cccc(-n2cc(C#N)c(=O)[nH]c2=O)n1	102	-15	-10	-8	99	3
1	-11	8	CC(C)c1ccc(OCc2nc(-c3ccccn3)no2)c(Br)c1	101	-2	-36	-3	99	0
-9	11	2	CC(NC(=O)CC1Sc2ccccc2NC1=O)c1ccccc1 (stereo not given)	85	4	14	3	93	-3

(next part)
MEKK2mut PB1 HTS	NALP1 inh	IDE inh	Molecule	MEKK2wt PB1 HTS	M18AAP inhibitor	SUMO HTRF inh	pCIP destab	MEKK3 PB1 HTS	IDE cell activ
16	33	-1	COc1ccccc1NC(=S)NCCSc1ccc(C)cc1	109	6	-22	-2	100	4
-15	8	-7	COc1ccccc1C1C(C#N)=C(N)Oc2c1oc(CO)cc2=O (stereo not given)	82	0	6	-8	86	6
-2	-4	6	O=C(O)c1ccc([N+](=O)[O-])c(CS(=O)(=O)c2ccc(Cl)cc2)c1	101	-3	18	6	102	4
-2	26	0	CCOC(=O)c1cnn(-c2ccccc2)c1N	93	-14	22	2	100	5
3	-8	-3	Cc1cc(=O)[nH]c(=O)n1Cc1ccccc1	103	1	5	-4	97	6
0	0	4	COc1ccc(CCn2c(-c3ccco3)nc3nc4ccccc4nc32)cc1	100	2	34	-12	100	-1
2	23	5	O=C(O)C1CCN(C(=O)COc2ccc3c4c(c(=O)oc3c2)CCC4)CC1	105	0	36	-6	108	-4
19	17	-3	Cc1ccc2c(c1)c1nnc(SCC(=O)Nc3ccc(N(C)C)cc3)nc1n2CC(=O)O	121	18	30	3	104	-3

(continued)
MEKK2mut PB1 HTS	NALP1 inh	IDE inh	Molecule	MEKK2wt PB1 HTS	M18AAP inhibitor	SUMO HTRF inh	pCIP destab	MEKK3 PB1 HTS	IDE cell activ
2	31	2	CN1C(=O)/C(=C/c2ccccc2F)Sc2ccc(C(=O)N3CCCC3)cc21	107	-1	16	-10	101	-1
-5	34	5	CC(C)(C)C1CCc2c(C(=O)NNC(=O)CCCC(=O)O)csc2C1 (stereo not given)	90	-1	6	-8	89	0
-1	19	5	COc1ccc(NC(=O)CC2C(=O)N(c3ccc(F)cc3)C(=S)N2NC(=O)c2ccc(Cl)cc2)cc1 (stereo not given)	106	17	39	-12	100	8
·	2	1	O=C(Nc1cccn2ncnc12)C(Cl)Cl	·	-19	21	1	·	4
-12	19	1	COC(=O)CN1C(=O)[C@H]2[C@@H](c3ccc(C)o3)N3C(=O)CN(CCO)C(=O)[C@@]3(Cc3ccccc3)[C@H]2C1=O	87	10	2	5	91	5
1	-10	2	CCN(CC)CCNC(=O)CCn1nc(-c2ccc(Cl)cc2)ccc1=O	95	5	19	-3	95	2
0	·	5	Cc1ccc(NC(=O)C2C3CCC(O3)C2C(=O)O)c(Br)c1 (stereo not given)	100	-4	1	1	100	8
4	20	-2	NC(=O)c1cc(S(=O)(=O)Nc2cccc(Cl)c2)cs1	102	-7	16	-13	105	1

(further entries)
MEKK2mut PB1 HTS	NALP1 inh	IDE inh	Molecule	MEKK2wt PB1 HTS	M18AAP inhibitor	SUMO HTRF inh	pCIP destab	MEKK3 PB1 HTS	IDE cell activ
4	-4	-1	CC(C)(C)c1ccc(Oc2ccc(NC(=O)c3ccccc3C(=O)O)cn2)cc1	104	4	11	-21	104	·
10	20	4	Cc1noc(C)c1S(=O)(=O)N1CCCC(C(=O)NCC2CCCO2)C1 (stereo not given)	104	2	6	7	105	-2
3	-1	-1	CC(=O)Nc1ccc(C2=NN(CC#N)C(=O)SC2)cc1	107	5	10	-9	105	0
-1	17	8	COc1cc(C(=O)N2CCN(c3cccc(C)c3C)CC2)cc(OC)c1OC	99	-4	6	-2	99	-8
2	-25	11	Cc1scc(C(=O)N2CCN(c3ccc(Cl)cc3)CC2)c1C	106	2	-4	-20	103	1
4	-6	-3	CC(C)NC(=O)C1CCN(S(=O)(=O)c2ccc(N3CCCC3=O)cc2)CC1	106	1	2	-7	101	6
2	8	4	CCC(OC(=O)C(NC(=O)c1ccccc1)c1ccccc1)C(=O)Nc1cc(C)on1 (stereo not given)	100	-1	17	-6	100	-2
-2	-13	3	COc1ccc(CC(=O)NCc2nnc(SCC(=O)Nc3nccs3)n2C)cc1	103	3	25	-2	110	-2

Additional compounds follow.
MEKK2mut PB1 HTS	NALP1 inh	IDE inh	Molecule	MEKK2wt PB1 HTS	M18AAP inhibitor	SUMO HTRF inh	pCIP destab	MEKK3 PB1 HTS	IDE cell activ
-1	30	-1	COc1ccc(Nc2ccc(S(=O)(=O)N3CCCCCC3)cc2[N+](=O)[O-])cc1	103	-13	-12	-8	105	5
5	·	2	CCCOc1ccc(C2C(C(=O)c3ccc(C)o3)=C(O)C(=O)N2CCCn2ccnc2)cc1 (stereo not given)	110	6	·	·	106	-3
-12	10	3	COc1ccccc1CNC(=S)Nc1cc(C)ccc1C	81	8	2	-6	66	1
5	-5	3	Cc1cccc(NC(=O)N(C)Cc2cccs2)c1	106	5	7	4	103	6
2	-20	1	COc1cc2c(cc1NC(=O)CC1SC(N3CCCC3)=NC1=O)oc1ccccc12 (stereo not given)	113	-12	3	5	111	1
4	-15	0	Cc1ccc(C)n1CCN1CCN(C(=O)c2ccco2)CC1	101	8	14	-8	99	0
1	·	6	CCOCCn1c(CN2CCN(c3ccccc3)CC2)nc2c1c(=O)n(C)c(=O)n2C	102	-8	·	·	102	4
8	28	8	Cc1ccc(NC(=S)Nc2ccc(Br)cc2)cc1	109	2	-2	-7	108	1

Other entries:
MEKK2mut PB1 HTS	NALP1 inh	IDE inh	Molecule	MEKK2wt PB1 HTS	M18AAP inhibitor	SUMO HTRF inh	pCIP destab	MEKK3 PB1 HTS	IDE cell activ
3	·	-1	O=C(Nc1cccc(S(=O)(=O)N2CCOCC2)c1)c1ccc2ccccc2n1	101	4	4	-6	100	4
-3	·	2	C=CCSc1nc2c(c(=N)n1CC=C)C1CCCC1S2 (stereo not given)	95	-10	-23	-2	98	1
2	6	7	O=C(O)CCN1C(=O)C2C3CC(C2C1=O)C1C(c2ccccc2)c2sc(=O)[nH]c2SC31 (stereo not given)	97	10	-15	14	102	6
13	21	·	COc1ccc(CCN(C)CC(O)COC(c2ccc(F)cc2)c2ccc(F)cc2)cc1OC (stereo not given)	145*	0	-14	6	101	-2
3	28	0	O=C(CCl)N1CCN(CC(=O)N2CCCC2)CC1	104	-3	1	6	105	-2
1	20	2	O=C(CSc1nccc(=O)[nH]1)Nc1ccc(Oc2ccccc2)cc1	102	-2	0	-3	100	7
2	16	0	Cc1ccc(OCc2cc(C(=O)N3CCN(C4CCCCC4)CC3)no2)cc1C	106	-2	-1	9	105	-11
-8	35	-2	CCOC(=O)C1=C(C)Nc2nc(C)nn2C1c1ccc(OC)c(OC)c1 (stereo not given)	75	-1	8	0	67	-2
15	1	1	O=C(CCc1c[nH]c2ccccc12)N1CCCCCCC1	106	4	17	-22	107	-2
-23	8	3	CCOC(=O)c1cc(-c2ccccc2)nc2ccc(C)cc12	73	-1	-14	4	68	-3

Among those listed so far, 13 contain an aryl methoxy group.
MEKK2mut PB1 HTS	NALP1 inh	IDE inh	Molecule	MEKK2wt PB1 HTS	M18AAP inhibitor	SUMO HTRF inh	pCIP destab	MEKK3 PB1 HTS	IDE cell activ
4	-93	2	COc1cc(C(c2sc3nc(C)nn3c2O)N2CCOCC2)cc(OC)c1OC (stereo not given)	102	-4	-14	4	101	5
16	6	-1	COc1cc([N+](=O)[O-])cc(/C=N/NC(=O)c2ccc(C)nc2)c1O	107	2	-40	9	97	1
16	33	-1	COc1ccccc1NC(=S)NCCSc1ccc(C)cc1	109	6	-22	-2	100	4
-15	8	-7	COc1ccccc1C1C(C#N)=C(N)Oc2c1oc(CO)cc2=O (stereo not given)	82	0	6	-8	86	6
0	0	4	COc1ccc(CCn2c(-c3ccco3)nc3nc4ccccc4nc32)cc1	100	2	34	-12	100	-1
-1	19	5	COc1ccc(NC(=O)CC2C(=O)N(c3ccc(F)cc3)C(=S)N2NC(=O)c2ccc(Cl)cc2)cc1 (stereo not given)	106	17	39	-12	100	8
-1	17	8	COc1cc(C(=O)N2CCN(c3cccc(C)c3C)CC2)cc(OC)c1OC	99	-4	6	-2	99	-8
-2	-13	3	COc1ccc(CC(=O)NCc2nnc(SCC(=O)Nc3nccs3)n2C)cc1	103	3	25	-2	110	-2
-1	30	-1	COc1ccc(Nc2ccc(S(=O)(=O)N3CCCCCC3)cc2[N+](=O)[O-])cc1	103	-13	-12	-8	105	5
-12	10	3	COc1ccccc1CNC(=S)Nc1cc(C)ccc1C	81	8	2	-6	66	1
2	-20	1	COc1cc2c(cc1NC(=O)CC1SC(N3CCCC3)=NC1=O)oc1ccccc12 (stereo not given)	113	-12	3	5	111	1
13	21	·	COc1ccc(CCN(C)CC(O)COC(c2ccc(F)cc2)c2ccc(F)cc2)cc1OC (stereo not given)	145*	0	-14	6	101	-2
-8	35	-2	CCOC(=O)C1=C(C)Nc2nc(C)nn2C1c1ccc(OC)c(OC)c1 (stereo not given)	75	-1	8	0	67	-2
